High-throughput results (PubChem)
DT40 TDP1 no CPT: qHTS for Inhibitors of human tyrosyl-DNA phosphodiesterase 1 (TDP1): qHTS in cells in absence of CPT. DT40 Tdp1-/- hTDP1 cells, no CPT, ATP luminescence, 48 h. Potency, µM (doses to about 46.2 µM), for the others: at the top dose activity change, negative = growth inhibition, usual class: inhibitors. 420,000 compounds, 15% hits. AID 686978, 2013; also: nearly all actives have a fitted effect of over 55% in size
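Readout: luminescence from CellTiter-Glo after 30 min in the dark at RT. Cells: DT40 Tdp1-/- with stable hTDP1, 400/well. Exposure: compounds alone, ≥48 hr, 37 °C.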
TDP1 block: inhibitors of human tyrosyl-DNA phosphodiesterase TDP1 | Q9NUW8 | recombinant TDP1, AlphaScreen DNA substrate cleavage | Potency, µM (top dose mostly 130 µM), inactives show at the top dose activity change, negative = inhibition, hits mostly inhibitors | 350,000 compounds, 0.28% hits | AID 485290; also: nearly all actives have a fitted effect of over 40% in size
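Recombinant E. coli-expressed Tdp1 (1 nM) preincubated with compound 15 min at RT, then 5'-biotin/3'-phosphotyrosine-FITC DNA substrate (15 nM) added for 5 min. AlphaScreen beads (10 ug/ml) added, 10 min RT; tyrosine-FITC cleavage read as signal loss.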
GCN5L2 inh: inhibitors of human GCN5L2 histone acetyltransferase | Q92830 | GCN5L2 HAT assay, ThioGlo1 CoA-SH fluorescence | Potency, µM (top dose mostly 58.9 µM), for the others: at the top dose activity change, negative = inhibition, hits mostly inhibitors | 390,000 compounds, 0.21% hits | AID 504327
Target sequence (Q92830 whole entry, looked up): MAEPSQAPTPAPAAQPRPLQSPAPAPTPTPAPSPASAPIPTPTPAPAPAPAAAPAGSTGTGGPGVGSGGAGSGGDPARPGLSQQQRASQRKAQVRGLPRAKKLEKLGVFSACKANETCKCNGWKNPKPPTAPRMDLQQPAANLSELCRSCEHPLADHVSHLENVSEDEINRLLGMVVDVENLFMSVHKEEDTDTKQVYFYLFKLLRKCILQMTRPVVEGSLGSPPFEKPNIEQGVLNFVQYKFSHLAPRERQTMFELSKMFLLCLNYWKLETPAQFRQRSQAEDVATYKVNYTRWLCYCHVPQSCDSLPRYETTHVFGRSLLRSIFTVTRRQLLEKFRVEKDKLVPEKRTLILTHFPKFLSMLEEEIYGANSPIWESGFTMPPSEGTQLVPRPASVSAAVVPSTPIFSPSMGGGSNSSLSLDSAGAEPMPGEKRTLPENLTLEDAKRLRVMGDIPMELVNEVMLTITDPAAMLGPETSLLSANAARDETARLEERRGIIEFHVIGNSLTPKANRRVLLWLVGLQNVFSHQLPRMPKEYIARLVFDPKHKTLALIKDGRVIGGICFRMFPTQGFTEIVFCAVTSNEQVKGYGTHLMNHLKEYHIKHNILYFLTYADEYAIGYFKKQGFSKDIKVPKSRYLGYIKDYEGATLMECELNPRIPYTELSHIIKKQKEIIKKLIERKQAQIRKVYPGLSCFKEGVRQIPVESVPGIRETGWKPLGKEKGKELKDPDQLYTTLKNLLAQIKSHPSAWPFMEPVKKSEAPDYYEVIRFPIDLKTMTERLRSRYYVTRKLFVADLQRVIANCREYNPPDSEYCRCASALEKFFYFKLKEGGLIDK
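GCN5L2 (20 nM) in 50mM HEPES pH 7.5, 0.1mM EDTA, 0.01% Tween-20 preincubated 15 min with compounds at room temperature. Reaction started with H3(1-25) 75uM, acetyl-CoA 70uM, ThioGlo1 50uM; CoA-thiol fluorescence (Ex340/Em540) read at 0 and 20 min.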
Active calls of the source: *; ? = inconclusive; · = not tested or not shown; & = joins results of further samples; [ ] = remark or other dose. Calls follow the shape of the dose curve; as a rule, active = well fitted curve in the direction sought with a large enough effect; inconclusive = small, poorly fitted or top-dose-only effect, or another doubt; inactive = no such curve, though single readings can be large; an effect the other way counts as inactive or inconclusive. % is scaled to controls: 0 for no effect and ±100 for the full control effect; potency is read from the fitted curve at half-maximal effect. An excerpt (hit frequency here may not be typical).

SMILES	GCN5L2 inh	DT40 TDP1 no CPT	TDP1 block
CCOC(=O)c1cc(S(=O)(=O)NCCc2ccccc2)cn1C	-2.2%	-24.0%	-1.3%
COc1ccc(OC)c(-c2noc(N3CCN(c4ccc(C(C)=O)cc4)CC3)n2)c1	-18.6%	?	5.0%
CCCc1cc(C(=O)Nc2sc(C(C)=O)c(C)c2C(=O)OCC)no1	?	-1.1%	2.2%
CCCCOC(=O)NC1CCS(=O)(=O)C1 (stereo unspecified)	-4.2%	-2.0%	-1.4%
CC(=O)c1cc(C)ccc1OC(=O)c1ccco1	-1.4%	-7.0%	0.0%
COc1ccc(C(=O)COC(=O)CCS(=O)(=O)c2ccc(C)cc2)c(OC)c1	-5.6%	5.2%	5.4%
Cc1snc(SCc2ccc(Cl)cc2)c1C#N	-0.1%	7.5%	·
O=C1NC2(CCCCC2)C(=O)N1Cc1cccc(C(F)(F)F)c1	-2.6%	-2.8%	2.5%
CC(C)Cc1nc2oc3c(=O)[nH]cnc3c2c2c1CCC2	2.2%	-5.0%	-9.1%
CCCCn1c(SCc2ccccn2)nc2c1c(=O)n(C)c(=O)n2C	-11.0%	?	0.0%
CCOC(=O)c1c(NC(=O)COc2ccccc2)sc2c1CC(C)(C)NC2(C)C	-7.2%	16.4µM*	5.0%
O=C(C[n+]1cc(Br)cc(Br)c1)c1ccc(-c2ccccc2)cc1	?	-13.8%	·
Cc1cc(C(C)(C)C)cc(C)c1C[n+]1ccc2ccccc2c1	-0.5%	0.231µM*	·
CC(=O)N1CCN(c2ccc(Oc3ncnc4sccc34)cc2)CC1	-3.6%	-22.6%	6.1%
COC(=O)/C(=C/c1ccccc1)NC(=O)c1ccco1	-8.7%	-9.5%	-2.4%
COc1cc(/C=C(/Sc2nnc(-c3ccc(F)cc3)o2)C(=O)O)ccc1OC(F)F	-19.0%	?	10.7%
CCNc1c(NS(=O)(=O)c2ccc(F)c(Cl)c2)c(=O)oc2ccccc12	-7.7%	3.0%	-2.1%
O=S(=O)(Nc1cccc(-c2cn3c(n2)SCC3)c1)c1ccccc1	-17.8%	?	7.9%
CCOC(=O)C(/C(C)=N/NC(=O)c1ccccc1[N+](=O)[O-])C(C)C (stereo unspecified)	-4.7%	-8.4%	7.3%
O=C(CC(c1ccccc1)c1ccccc1O)NCCN1CCOCC1 (stereo unspecified)	-0.7%	4.1%	1.9%
CN1C2CCC1CC(NC(=O)c1ccc([N+](=O)[O-])cc1)C2 (stereo unspecified)	1.1%	-21.8%	·
CC(NC(=O)C1CCN(S(=O)(=O)c2cccc3cccnc23)CC1)c1ccccc1 (stereo unspecified)	-8.6%	-3.1%	1.7%
Cc1ccc(-n2c(SCC(=O)OC(C)C)nnc2-c2ccco2)cc1	-0.3%	?	2.2%
C=CCn1c(C(O)c2ccccc2)nc2ccccc21 (stereo unspecified)	-12.0%	-7.6%	·
Cc1nc(SCC(=O)Nc2ccc3c(c2)OCO3)c(C#N)c2c1CCCC2	-3.6%	18.4µM*	0.0%
Cc1cccc(NC(=O)N2CCCC(CNC(=O)c3ccccc3Cl)C2)c1C (stereo unspecified)	0.9%	-1.8%	0.6%
O=C(NCCOc1ccccc1Cl)C(=O)c1c[nH]c2ccccc12	-10.1%	?	-1.2%
O=C(O/N=C(/c1ccccc1)c1ccncc1)c1ccc(F)cc1	-3.8%	-42.0%	1.2%
O=C(OCC(=O)N1CCCCC1)c1c[nH]c(=O)[nH]c1=O	1.7%	-23.2%	3.2%
C/C=C(/C)C(=O)O[C@@H]1[C@H](OC(C)=O)c2c(ccc3ccc(=O)oc23)OC1(C)C	0.3%	16.4µM*	-3.9%
NC(C(=O)O)C(O)C(=O)O (stereo unspecified)	·	-3.5%	9.9%
CCNc1nc2c(c(=O)n(C)c(=O)n2C)n1Cc1ccc(F)cc1	-9.0%	1.03µM*	11.6%
COCCOC(=O)c1c(C)n(C)c2ccc(OC(=O)C3CC3)cc12	-3.1%	-7.8%	-8.3%
Cc1cc(F)ccc1NC(=O)c1cc(S(=O)(=O)N2CCc3ccccc32)cn1C	-16.0%	25.9µM*	·
CCN(CC)CCNC(=O)CCc1nnc2ccc(N3CCC(C)CC3)nn12	-8.3%	4.2%	·
COc1ccc(/C=c2/sc3nc(-c4ccccc4)c(-c4ccccc4)n3c2=O)cc1	28.0%	?	0.6%
Cc1cc(Cn2nc(-c3ccccc3)cc2C(=O)NCC2CC2)on1	-4.4%	-9.8%	-0.8%
COc1ccc(NC(=O)c2ccc(C#N)cc2)cc1NS(=O)(=O)c1ccc(F)cc1	2.8%	-29.6%	5.6%
COc1cc([N+](=O)[O-])ccc1NC(=O)Nc1cccnc1	-1.9%	-5.3%	3.8%
COc1ccc(N2C(=O)CN(Cc3cc(OC)c(OC)c(OC)c3)C2=S)cc1	-1.0%	23.1µM*	4.6%
COc1cc(C=Nc2c(C)cc(C)cc2C)ccc1OC(C)=O	0.6%	-5.6%	1.1%
COc1cc(C2CC(=O)N(c3ccccc3)C3=C2C(=O)OC3)cc(OC)c1OC (stereo unspecified)	-5.2%	-7.2%	4.5%
Nc1c(C(=O)NCc2ccc3c(c2)OCO3)nnn1Cc1ccc(Br)cc1	0.1%	-8.3%	7.7%
CCc1ccc(OCC(=O)Nc2nnc(-c3ccco3)s2)cc1	-7.2%	19.6%	-17.0%
Cc1cccc(N2C(=O)CCC2=O)n1	-4.0%	-20.0%	5.4%
CC(NC(=O)COC(=O)c1ccc(Cl)cc1O)c1ccc(F)cc1 (stereo unspecified)	0.3%	-15.9%	5.3%
Cn1c(=O)n(CC(N)=O)c(=O)c2c1nc1n2CCCN1Cc1ccccc1	25.0%	6.9%	·
Cc1cccc(-n2cc(CN3CCCN(C=O)CC3)c(-c3cccc(F)c3)n2)c1	2.2%	?	0.0%
Cc1cc(Cl)ccc1NC(=O)CCn1nc(C)c2c(C)n(-c3ccccc3)nc2c1=O	?	-23.1%	-2.8%
Cc1c(C(=O)N2CCCCCC2)c(S(=O)(=O)Nc2cccc(C#N)c2)c(C)n1C	26.4%	-26.9%	4.5%
COCCCNC(=S)NC(=O)c1ccc(C)cc1	2.3%	18.4µM*	6.8%
Cc1ccc(C(=O)N/N=C\c2cccn2C)cn1	-10.7%	-13.4%	-7.6%
CC1CCc2[nH]c3ccc(C(=O)N(C)CC(=O)Nc4ccccc4Cl)cc3c2C1 (stereo unspecified)	-6.2%	14.6µM*	-7.5%[0.505 µM]
NS(=O)(=O)c1ccc(CNC(=O)/C=C/c2c(Cl)cccc2Cl)cc1	-21.3%	·	1.0%
CCN1CCN(c2c(Cl)cccc2NC(=O)c2cccs2)CC1	0.6%	-18.5%	5.3%
COc1cccc(-n2nnnc2SCC(=O)Nc2ccc(OC)cc2OC)c1	0.7%	-14.8%	·

Given with values under each structure: part of the list above
Second line of a record: GCN5L2 inh | DT40 TDP1 no CPT | TDP1 block
COc1cc([N+](=O)[O-])ccc1NC(=O)Nc1cccnc1
    -1.9% | -5.3% | 3.8%
COc1ccc(N2C(=O)CN(Cc3cc(OC)c(OC)c(OC)c3)C2=S)cc1
    -1.0% | 23.1µM* | 4.6%
COc1cc(C=Nc2c(C)cc(C)cc2C)ccc1OC(C)=O
    0.6% | -5.6% | 1.1%
COc1cc(C2CC(=O)N(c3ccccc3)C3=C2C(=O)OC3)cc(OC)c1OC (stereo unspecified)
    -5.2% | -7.2% | 4.5%
Nc1c(C(=O)NCc2ccc3c(c2)OCO3)nnn1Cc1ccc(Br)cc1
    0.1% | -8.3% | 7.7%
CCc1ccc(OCC(=O)Nc2nnc(-c3ccco3)s2)cc1
    -7.2% | 19.6% | -17.0%
Cc1cccc(N2C(=O)CCC2=O)n1
    -4.0% | -20.0% | 5.4%
CC(NC(=O)COC(=O)c1ccc(Cl)cc1O)c1ccc(F)cc1 (stereo unspecified)
    0.3% | -15.9% | 5.3%
Cn1c(=O)n(CC(N)=O)c(=O)c2c1nc1n2CCCN1Cc1ccccc1
    25.0% | 6.9% | ·
Cc1cccc(-n2cc(CN3CCCN(C=O)CC3)c(-c3cccc(F)c3)n2)c1
    2.2% | ? | 0.0%
Cc1cc(Cl)ccc1NC(=O)CCn1nc(C)c2c(C)n(-c3ccccc3)nc2c1=O
    ? | -23.1% | -2.8%
Cc1c(C(=O)N2CCCCCC2)c(S(=O)(=O)Nc2cccc(C#N)c2)c(C)n1C
    26.4% | -26.9% | 4.5%
COCCCNC(=S)NC(=O)c1ccc(C)cc1
    2.3% | 18.4µM* | 6.8%
Cc1ccc(C(=O)N/N=C\c2cccn2C)cn1
    -10.7% | -13.4% | -7.6%
CC1CCc2[nH]c3ccc(C(=O)N(C)CC(=O)Nc4ccccc4Cl)cc3c2C1 (stereo unspecified)
    -6.2% | 14.6µM* | -7.5%[0.505 µM]
NS(=O)(=O)c1ccc(CNC(=O)/C=C/c2c(Cl)cccc2Cl)cc1
    -21.3% | · | 1.0%
CCN1CCN(c2c(Cl)cccc2NC(=O)c2cccs2)CC1
    0.6% | -18.5% | 5.3%
COc1cccc(-n2nnnc2SCC(=O)Nc2ccc(OC)cc2OC)c1
    0.7% | -14.8% | ·

Continuation.
SMILES	GCN5L2 inh	DT40 TDP1 no CPT	TDP1 block
Cc1cc([N+](=O)[O-])ccc1NC(=O)CSc1nccc(=O)[nH]1	0.7%	-13.0%	0.0%
O=C(NNC(=S)NC(=O)c1ccccc1[N+](=O)[O-])c1ccccc1O	-4.0%	18.4µM*	9.0%
Cc1cc(C)c2c(N)c(C(=O)NNC(=O)c3ccccc3)sc2n1	-6.8%	19.9%	2.4%
CN(c1ccccc1C(=O)Nc1ccc(S(=O)(=O)N2CCOCC2)cc1)S(=O)(=O)c1ccccc1	-5.8%	?	2.8%
Cc1ccc(CNS(=O)(=O)c2ccc3c(c2)C(C)(C)C(=O)N3C)cc1	2.6%	-27.2%	·
COc1ccc(C(=O)/C=C/c2ccc(N(C)C)cc2)c(OC)c1	-8.8%	10.3µM*	1.2%
O=C(Nc1ccc2c(c1)CCCN2C(=O)c1cccs1)c1c(F)cccc1F	-2.2%&-14.5%	?	2.4%&6.6%
CCCCCn1c(CNC(=O)c2ccccc2)nc2ccccc21	-2.7%	?	8.8%
O=C1C2C(c3ccccc3)(C(=O)N1c1ccc(Cl)cc1)C2(c1ccccc1)c1ccccc1 (stereo unspecified)	-7.0%	?	1.9%
COC(=O)C(C)Sc1nc2c(c(=O)[nH]c(=O)n2C)n1CCCc1ccccc1 (stereo unspecified)	1.3%	11.7%	2.1%
Cc1onc(-c2ccccc2)c1C(=O)Oc1cccnc1	-11.4%	1.5%	2.2%
O=C(N/N=C/c1cccc(Br)c1)C1CC(=O)N(c2ccccc2)C1 (stereo unspecified)	0.2%	-0.1%	·
Cc1c(C(=O)N2CCN(c3ncccn3)CC2)oc2ccc(Cl)cc12	-11.3%	4.0%	-2.7%
CS(=O)(=O)Oc1ccccc1/C=C1/N=C(c2ccc(F)cc2)OC1=O	1.3%	7.1%	1.9%
N#C/C=C1\Sc2ccccc2C(=O)N1CC(=O)N1CCN(S(=O)(=O)c2ccccc2)CC1	-8.4%	-6.4%	2.1%
O=C(Nc1cccnc1)c1cccc(S(=O)(=O)N2CCc3ccccc32)c1	3.0%	?	-5.0%
CCCC(=O)Nc1cnc(NC(=O)c2cccc(F)c2)cc1C	1.0%	-28.4%	2.6%
O=C1C2C3C=CC(C3)C2C(=O)N1Cc1cccnc1 (stereo unspecified)	1.9%	-1.3%	6.3%
COC(=O)c1ccccc1NC(=O)C1CC(=O)N(c2ccc(OC)cc2)C1 (stereo unspecified)	-5.5%	?	5.3%
CCOC(=O)C1CCN(c2ncnc3cc(OC)c(OC)cc23)CC1	-14.5%	20.6µM*	5.2%
COc1cc2nc(SCC(N)=O)n(CCC3=CCCCC3)c(=O)c2cc1OC	1.0%	1.3%	9.5%
